Diaph inh CS = inhibits diaphorase or chemically oxidizes, flagging diaphorase assay artifacts | diaphorase resazurin-to-resorufin fluorescence, NADH, 16 min; bacterial (C. kluyveri) enzyme, not human | inhibition, % at 20 µM | 190,000 compounds, 0.69% hits | AID 1217;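 active means primary screen inhibition at 20 µM above a set limit, cut at about 50% in these data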;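 further: plate controls were DMSO with full reaction for no effect and wells lacking NADH for full effect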
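material = Clostridium kluyveri diaphorase enzyme | amount = 0.14 U/mL diaphorase, enzyme working solution | schedule = incubation 16 min, room temperature | detection = fluorescence of resorufin formed from resazurin, Ex 544/Em 590 nm | benchmarks = positive control minus NADH, DMSO neutral control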
TNAP inh hiacc = inhibitors of human TNAP at high phosphate acceptor concentration; inhibition, % at 20 µM; 200,000 compounds, 0.03% hits; P05186; purified TNAP, CDP-star luminescence, 1 M DEA;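 active means over 50% inhibition of tissue-nonspecific alkaline phosphatase at 20 µM in the single-dose screen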;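 further: plate controls were DMSO wells for no effect and EDTA-quenched wells as full inhibition for full effect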
Target sequence (P05186 whole entry, looked up): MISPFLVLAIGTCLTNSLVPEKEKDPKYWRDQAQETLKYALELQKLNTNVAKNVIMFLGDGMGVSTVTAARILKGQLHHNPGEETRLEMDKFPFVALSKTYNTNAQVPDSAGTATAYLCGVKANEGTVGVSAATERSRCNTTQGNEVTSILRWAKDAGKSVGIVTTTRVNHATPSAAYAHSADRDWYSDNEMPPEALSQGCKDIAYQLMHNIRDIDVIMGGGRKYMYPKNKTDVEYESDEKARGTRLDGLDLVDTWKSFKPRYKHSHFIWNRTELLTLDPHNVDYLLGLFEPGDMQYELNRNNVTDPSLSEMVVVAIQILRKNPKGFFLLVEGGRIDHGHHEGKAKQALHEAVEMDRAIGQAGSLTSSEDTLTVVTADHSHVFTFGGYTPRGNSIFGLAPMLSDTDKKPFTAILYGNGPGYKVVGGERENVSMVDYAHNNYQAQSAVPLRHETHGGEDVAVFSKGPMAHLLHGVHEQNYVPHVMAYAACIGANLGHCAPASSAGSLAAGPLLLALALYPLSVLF
L major viab = inhibitors of Leishmania major promastigote growth. AID 1063. 200,000 compounds, 9% hits. Leishmania major promastigotes, resazurin fluorescence viability. inhibition, % at 10 µM; in the data active means inhibition above about 50%;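 further: promastigotes grown with compound for 44 hours at 28 °C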
TNAP act hi DEA = increases human TNAP activity under high phosphate acceptor concentration; purified TNAP, CDP-star luminescence, 1 M DEA, 30 min; hits give high values; 0 = EDTA background, 1 = DMSO-only activity; activation factor at 20 µM; 200,000 tested, under 10 active; AID 1136;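 active means activation factor at least 2 at 20 µM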
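system = human TNAP | amount = enzyme diluted 1/800 final | reagent = 100 µM CDP-star substrate | signal = luminescent substrate turnover signal | dosing = one dose, 20 µM | benchmarks = EDTA negative control, DMSO positive control | measure = activation factor | timing = 30 min reaction, room temperature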
Diaph act CS = activates diaphorase or chemically reduces, flagging diaphorase assay artifacts. 190,000 compounds, 0.005% hits. activation factor at 20 µM. AID 1229. Diaphorase/resazurin coupled assay, resorufin fluorescence, 16 min; hits give high values; 1 = vehicle wells, 0 = NADH-free wells;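 active means diaphorase activity raised at least twofold by the compound at 20 µM; inactive means activation factor below 2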
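Material: purified diaphorase enzyme from Clostridium kluyveri; Also added: 0.114 mM NADH and 0.1 mM resazurin, final amounts; Doses: single compound dose of 20 µM, 1% DMSO final; Times: 16 min enzyme reaction, ambient temperature; Detection: resorufin fluorescence, excitation 544 nm, emission 590 nm; Measure: increased resorufin signal from activators or reducing compounds.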
bIAP activator = intestinal alkaline phosphatase (bovine) activation; 200,000 compounds, 0.17% hits; activation factor at 20 µM; purified bovine IAP, CDP-star luminescence, 30 min; hits give high values; fold of DMSO-control signal, blank-subtracted;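 active means activation factor of 2 or more at 20 µM, a signal rise over negative controls twice the positive control's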
TNAP inh noacc = TNAP (human) inhibition, acceptor-free conditions | purified TNAP, CDP-star luminescence, 30 min | inhibition, % at 20 µM | 200,000 compounds, 0.26% hits | AID 1012;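 active means tissue-nonspecific alkaline phosphatase inhibition above about 50% at 20 µM in the single-dose screen, limit read from the data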;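 further: 0% = DMSO negative control and 100% = EDTA positive control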
bIAP inhibitor = blocks bovine intestinal alkaline phosphatase activity; purified bovine IAP, CDP-star luminescence, 30 min; inhibition, % at 20 µM; 190,000 tested, under 10 active; AID 1019;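 active means over 50% inhibition of intestinal alkaline phosphatase at 20 µM in the single-dose screen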
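test system = bovine IAP enzyme | medium = DEA buffer 100 mM, pH 9.8, with MgCl2 1.0 mM, ZnCl2 0.02 mM | detection = luminescence | dosing = single compound dose of 20 µM, 2% DMSO final | incubation = 30 min reaction at room temperature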
PMI activator = phosphomannose isomerase (human) activation; P34949; purified human PMI, coupled resazurin fluorescence, 20 min; hits give high values; 1 = vehicle control, 0 substrate-free wells; activation factor at 20 µM; 190,000 compounds, 0.005% hits; AID 1214;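 active means activation factor of 2 or more at 20 µM, relative to plate controls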
Target sequence (P34949 whole entry, looked up): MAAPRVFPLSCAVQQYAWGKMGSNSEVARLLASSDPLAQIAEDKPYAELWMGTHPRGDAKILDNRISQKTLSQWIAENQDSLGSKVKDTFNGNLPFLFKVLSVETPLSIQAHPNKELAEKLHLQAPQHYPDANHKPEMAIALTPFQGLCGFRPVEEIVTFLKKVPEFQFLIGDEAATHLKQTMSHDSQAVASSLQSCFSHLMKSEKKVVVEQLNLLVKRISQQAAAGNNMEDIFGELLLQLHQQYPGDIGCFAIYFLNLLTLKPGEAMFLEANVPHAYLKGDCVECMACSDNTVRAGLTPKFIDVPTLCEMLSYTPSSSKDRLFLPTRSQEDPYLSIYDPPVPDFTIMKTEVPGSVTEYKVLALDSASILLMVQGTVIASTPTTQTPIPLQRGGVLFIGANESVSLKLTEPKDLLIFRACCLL
PMI act hi M6P = increases human PMI activity with near-saturating mannose 6-phosphate | P34949 | coupled PMI enzyme assay, resazurin fluorescence, 20 min; hits give high values; 1 = untreated enzyme, 0 = substrate-free blank | activation factor at 20 µM | 190,000 compounds, 0.34% hits | AID 1216;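 active means activation factor of 2 or more at 20 µM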
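Material: human phosphomannose isomerase with PGI, G6PDH, diaphorase coupling enzymes; amount: PMI at 15 ng/mL final; also added: Mannose-6-phosphate 1.0 mM (near-saturating) plus 0.22 mM NADP+; incubation: enzyme reaction with compound 20 min at room temperature; signal: resorufin fluorescence (Ex 544/Em 590 nm) from resazurin via diaphorase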
* marks the source's active call; other numbers are inactive results; x = not tested or not shown.

SMILES | Diaph inh CS | TNAP inh hiacc | L major viab | TNAP act hi DEA | Diaph act CS | bIAP activator | TNAP inh noacc | bIAP inhibitor | PMI activator | PMI act hi M6P
Cc1ccc(NC(=O)c2ccc(-n3cccn3)c([N+](=O)[O-])c2)cc1C | 0 | -4 | -2 | 1 | 1 | 1 | 1 | -2 | 1 | 1
Cc1ccc(-c2cccc(NC(=O)C3C(C(=O)O)[C@@H]4C=C[C@H]3C4)c2)o1 (some centres not stated) | 17 | -2 | 42 | 1 | 0.8 | 1 | -11 | 2 | 0.8 | 0.8
COc1cccc(C(=O)N/N=C/C(Br)=C/c2ccccc2)c1 | 16 | 2 | 48 | 1 | 0.8 | 1.2 | -7 | -17 | 0.8 | 0.9
CN1CCN(S(=O)(=O)c2ccc(NC(=S)NC(=O)C3CCCC3)cc2)CC1 | 11 | 2 | 7 | 1 | 0.9 | 1 | 2 | 1 | 1 | 1
CCOC(=O)c1cc2c(=O)n3ccccc3nc2n(CCCOC)c1=NC(C)=O | 8 | -2 | 12 | 1 | 0.9 | 1.2 | -10 | -19 | 1 | 1
COCCn1c(=NC(=O)C(C)(C)C)sc2cc([N+](=O)[O-])ccc21 | 9 | 5 | -2 | 1 | 0.9 | 1.1 | -38 | -6 | 0.9 | 0.9
Cc1c(C(=O)NCc2cccs2)oc2ccccc12 | 9 | -3 | 3 | 1 | 0.9 | 0.8 | -12 | 18 | 1 | 1.1
O=C(Cc1c(Cl)cccc1Cl)NC1=NCCS1 | -9 | 0 | -9 | 1 | 1.1 | 1 | -6 | 4 | 1.1 | 1.1
Cc1cc(C(F)(F)F)nn1C(=O)c1cccnc1Cl | 18 | -2 | -6 | 1 | 0.8 | 0.9 | -7 | 7 | 0.8 | 0.9
COc1ccccc1N1CCN(C(=O)COc2cc(C)ccc2C)CC1 | 16 | 0 | 64* | 1 | 0.8 | 1 | 1 | 0 | 0.9 | 0.9
CCOC(=O)CC1C(=O)NCCN1Cc1cccs1 (configuration not stated) | 10 | -8 | -7 | 1.1 | 0.9 | 1 | -12 | 2 | 1.1 | 1.1
CC(C)C(=O)Nc1ccc2c(c1)oc1ccccc12 | -7 | -9 | -1 | 1.1 | 1.1 | 0.9 | -2 | 12 | 0.9 | 1.1
O=Cc1cn(-c2ccccc2)nc1-c1ccncc1 | 7 | 2 | 14 | 1 | 0.9 | 1.2 | 3 | -21 | 1.1 | 1.1
COc1cc(NC(=O)COC(=O)c2ccccc2F)cc(OC)c1 | 9 | 0 | -3 | 1 | 0.9 | 0.9 | -11 | 14 | 1 | 1
O=C1Nc2cc(Cl)c(Cl)cc2N(O)N1c1ccc(Cl)cc1 | 5 | -3 | -5 | 1 | 1 | 0.9 | 0 | 11 | 0.9 | 0.9

Random excerpt: 5 compounds from above.
SMILES | Diaph inh CS | TNAP inh hiacc | L major viab | TNAP act hi DEA | Diaph act CS | bIAP activator | TNAP inh noacc | bIAP inhibitor | PMI activator | PMI act hi M6P
CCOC(=O)CC1C(=O)NCCN1Cc1cccs1 (configuration not stated) | 10 | -8 | -7 | 1.1 | 0.9 | 1 | -12 | 2 | 1.1 | 1.1
COCCn1c(=NC(=O)C(C)(C)C)sc2cc([N+](=O)[O-])ccc21 | 9 | 5 | -2 | 1 | 0.9 | 1.1 | -38 | -6 | 0.9 | 0.9
CC(C)C(=O)Nc1ccc2c(c1)oc1ccccc12 | -7 | -9 | -1 | 1.1 | 1.1 | 0.9 | -2 | 12 | 0.9 | 1.1
COc1cccc(C(=O)N/N=C/C(Br)=C/c2ccccc2)c1 | 16 | 2 | 48 | 1 | 0.8 | 1.2 | -7 | -17 | 0.8 | 0.9
Cc1c(C(=O)NCc2cccs2)oc2ccccc12 | 9 | -3 | 3 | 1 | 0.9 | 0.8 | -12 | 18 | 1 | 1.1

The list goes on.
SMILES | Diaph inh CS | TNAP inh hiacc | L major viab | TNAP act hi DEA | Diaph act CS | bIAP activator | TNAP inh noacc | bIAP inhibitor | PMI activator | PMI act hi M6P
COc1cc(C2SCC(=O)N2CCCN(C)C)cc(OC)c1OC (configuration not stated) | 0 | -5 | -2 | 1.1 | 1 | 1 | -13 | 0 | 1 | 1
Cc1c(C(=O)OCC(=O)N2CC(=O)Nc3ccccc32)oc2ccc(Br)cc12 | -15 | -5 | -1 | 1.1 | 1.2 | 0.3 | -9 | x | 1 | 1.1
CCCc1cc(C(=O)OC)c2ccccc2n1 | 4 | 4 | -4 | 1 | 1 | 0.9 | -1 | 6 | 0.9 | 1
Cc1ccc(NC(=O)C2CCCN2S(=O)(=O)c2cccc3cccnc23)cc1F (configuration not stated) | 27 | 0 | 6 | 1 | 0.7 | 1 | -5 | 5 | 0.9 | 0.9
O=C(CN(c1ccc(Cl)cc1)S(=O)(=O)c1ccc(Cl)c([N+](=O)[O-])c1)NCCc1ccc(F)cc1 | 7 | -9 | -1 | 1.1 | 0.9 | 1 | -8 | 4 | 1.1 | 1.1
CCN(CC)c1nc(Nc2ccc(Cl)cc2)nc(OCC#N)n1 | 25 | -5 | 32 | 1 | 0.8 | 0.9 | -6 | 7 | 0.8 | 0.8
CC(=O)SCC(=O)N=c1sc2cc(F)ccc2n1C | 23 | 0 | -5 | 1 | 0.8 | 0.8 | -15 | 15 | 0.9 | 0.9
CCOC(=O)Cc1nn[nH]n1 | -13 | -3 | -2 | 1 | 1.1 | 1 | 7 | -2 | 1.2 | 1.1
CCNC(=S)N(CCc1c(C)[nH]c2ccc(C)cc12)Cc1ccco1 | 18 | 1 | 28 | 1 | 0.8 | 0.9 | -4 | 13 | 0.9 | 0.9
O=C1CSC(c2cccc([N+](=O)[O-])c2)N1CCN1CCCCC1 (configuration not stated) | 4 | -3 | 85* | 1 | 1 | 0.9 | -8 | 5 | 1.1 | 1
COC(=O)Cc1c(C)nc2nc(-c3ccc(C)cc3)[nH]n2c1=O | 5 | -5 | -2 | 1.1 | 0.9 | 0.9 | -9 | 11 | 1 | 1
CCOC(=O)C1CCCN(c2c(N3CCN(c4ccccn4)CC3)c(=O)c2=O)C1 (configuration not stated) | 12 | -1 | -2 | 1 | 0.9 | 1 | -10 | 0 | 1 | 1
ClC(=C\c1ccccc1)/C=N/N1CCN(c2ccccn2)CC1 | -4 | 1 | -5 | 1 | 1 | 0.9 | -4 | 7 | 0.9 | 1
Cc1ccccc1N=Cc1cc2c(cc1[N+](=O)[O-])OCO2 | 38 | 1 | -2 | 1 | 0.6 | 1 | -4 | 2 | 0.8 | 0.5
C/C(CC(=O)Nc1ccc(N(C)C)cc1)=N\NC(=O)c1cnccn1 | 10 | 3 | -1 | 1 | 0.9 | 0.9 | -38 | 7 | 0.9 | 0.9
Cc1cc(NC(=O)CCC(=O)N(c2ccccc2)C(C(=O)NCC2CCCO2)c2cccnc2)no1 (configuration not stated) | 11 | -3 | -7 | 1 | 0.9 | 1 | -2 | -4 | 1 | 0.9
Cc1ccc(S(=O)(=O)CCC(=O)OCC(=O)c2ccc(C)c(C)c2)cc1 | 10 | -3 | -8 | 1 | 0.9 | 1 | -10 | 3 | 1 | 1
Cc1ccccc1NC(=O)C(c1ccccc1)C1CCCC1 (configuration not stated) | -8 | -5 | 30 | 1.1 | 1.1 | 1 | -10 | 0 | 0.9 | 1
COC(=O)Cc1cc(=O)n2[nH]c(C)nc2n1 | 14 | -5 | -9 | 1 | 0.9 | 1 | -10 | 2 | 0.9 | 1
CCC(C(=O)Nc1ccccc1)c1ccccc1 (configuration not stated) | -1 | -4 | 49 | 1 | 1 | 1 | -10 | 4 | 1.1 | 1.1
CC(=O)N(C)c1ccc(NC(=O)C(Sc2ccccc2)c2ccccc2)cc1 (configuration not stated) | -1 | -10 | 18 | 1.1 | 1 | 2.2* | -24 | -119 | 1 | 1
CCOc1ccc(N=Nc2c(=O)[nH]n3c(=O)cc(C)[nH]c23)cc1 | 26 | 32 | 1 | 0.7 | 0.7 | 0.8 | -102 | 20 | 0.8 | 0.8
CC(=O)c1c(O)cc(C)n(Nc2nc(C)cc(C)n2)c1=O | -2 | -5 | 32 | 1 | 1 | 1.1 | -9 | -11 | 1.4 | 1.7
CC(=O)Nc1ccc(OCC(O)Cn2ccnc2)cc1 (configuration not stated) | x | -4 | -5 | 1 | x | 1 | -7 | 3 | x | x
COc1ccc(OCC(=O)N2CCN(C(=O)c3cccc(F)c3)CC2)cc1 | -1 | -6 | -6 | 1.1 | 1 | 1 | -8 | 1 | 1 | 1
COCCNC(=O)/C(C#N)=C/C=C/c1ccccc1 | 6 | -2 | 2 | 1 | 0.9 | 1.1 | -9 | -8 | 1.2 | 1
CC1CC(=O)c2cnc(NCc3ccco3)nc2C1 (configuration not stated) | 14 | -4 | -3 | 1 | 0.9 | 1 | -9 | 2 | 0.8 | 0.8
CCOC(=O)c1c(C)[nH]c(C(=O)CN2C(=O)NC(C)(c3ccc4ccccc4c3)C2=O)c1C (configuration not stated) | 30 | -8 | 16 | 1.1 | 0.7 | 0.9 | 4 | 8 | 0.8 | 0.9
O=C(CN1CCN(Cc2ccc3c(c2)OCO3)CC1)Nc1cc(S(=O)(=O)N2CCCC2)ccc1Cl | 20 | -3 | 14 | 1 | 0.8 | 1.1 | 0 | -12 | 0.9 | 0.9
CCCCc1c(O)nc2ccccn2c1=O | 8 | -5 | -2 | 1 | 0.9 | 0.3 | -20 | x | 0.9 | 1
COC(=O)c1cn(N(C)c2ncc(C(F)(F)F)cc2Cl)c(=O)c2ccccc12 | 16 | 0 | 1 | 1 | 0.8 | 1 | -13 | 2 | 0.9 | 0.9
CCCc1cc(=O)[nH]c(SCC(=O)OCc2ccccc2)n1 | 16 | -5 | 1 | 1 | 0.8 | 0.9 | -12 | 8 | 1.1 | 1
COc1ccc(OC)c(NC(=O)CCNS(=O)(=O)c2cccs2)c1 | 18 | -3 | -2 | 1 | 0.8 | 0.9 | -10 | 10 | 1 | 0.8
Cn1c(=O)c2c(nc(-n3ccnc3)n2Cc2ccc([N+](=O)[O-])cc2)n(C)c1=O | 16 | -3 | 37 | 1 | 0.8 | 0.9 | -6 | 11 | 0.9 | 0.9
CCOC(=O)c1cc(C(=O)c2cc(Cl)ccc2O)coc1=N | 15 | -2 | -16 | 1 | 0.9 | 0.9 | -2 | 14 | 1 | 0.9
CC(=O)c1c(C)[nH]c(C(=O)CSc2nnc(C)s2)c1C | 13 | -2 | 4 | 1 | 0.9 | 1 | -13 | -2 | 1.1 | 1.2
